TSHR antagonist = blocks TSH signaling through the human TSH receptor; P16473; TSHR-expressing cells, TSH-stimulated cAMP HTRF, 2 h; stronger effect = lower value; activity change, negative = inhibition, % at 11.5 µM; 0.2% of 330,000 active; AID 504810;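 active means activity change below a set negative limit, meaning inhibition stronger than a set level, cut at about -70% in these data; inconclusive means activity change between two set negative limits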; further: on the % scale 0 is the no-effect control and ±100 the full control effect
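Antagonism was scored as loss of TSH-driven cAMP in TSHR cells, stimulated with 4nM TSH (EC80) for 2 hours at 37 deg C and detected by homogeneous HTRF competition immunoassay.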
Mito fusion yeast = blocks mitochondrial division or promotes mitochondrial fusion. S. cerevisiae fusion-defective mutant growth rescue, CellTiterGlo 48 h. AID 485298. 0.23% of 320,000 active. Potency, µM (series often up to 46.1 µM), for inactives: top-dose growth rescue (activation), usual class: activators;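 further: potency means the concentration at half of the fitted maximal effect; % of control where 0% means no effect; nearly all actives have a fitted effect of over 45% in size; temperature-sensitive fusion mutants such as fzo1-1 at 37 °C on non-fermentable ethanol glycerol medium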
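Growth-rescue viability read-out: after 48 h at the non-permissive 37C in glycerol/ethanol YPEG, yeast mitochondrial fusion mutants are measured by CellTiterGlo luminescence; compounds (23 nl pinned per well) restoring growth score as division inhibitors or fusion activators.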
Chronic BCR inh = inhibitors of chronic active B-cell receptor signaling; Potency, µM (series often up to 46.1 µM), for inactives: at the top dose ratio change, negative = lower green/red ratio, hits mostly inhibitors; 0.05% of 340,000 active; AID 493014; ABC-DLBCL IkBa-CBG/CBR reporter, luminescence ratio, 4 h; active means well fitted inhibition curve with a large enough effect in the signal ratio, with a control signal flat, not every such curve was filed as active; inconclusive means small, poorly fitted or top-dose-only effect, or effect the other way, or a change in a side signal; the % refers to the signal ratio;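 further: potency means the concentration at half of the fitted maximal effect; plate controls were basal doxycycline-induced cells for no effect and cells given 10 µM MG132 for full effect; MG132 reads +100%, hits lower the ratio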
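Doxycycline induced both beetle luciferases in TMD8 lymphoma cells; IKK-driven degradation limits the IkappaBalpha-fused green signal, while red luminescence normalises for cell number and nonspecific effects. Compounds tested up to 46 uM, 4 hrs.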
Eya2 inh = blocks the phosphatase activity of human Eya2 | recombinant Eya2, OMFP fluorescence dephosphorylation (OMFP is methylfluorescein phosphate) | Potency, µM (series often up to 76.9 µM), for the others: at the top dose activity, negative = inhibition, actives largely listed as inhibitors | 0.006% of 330,000 active | AID 488837; further: potency means the concentration at half of the fitted maximal effect; on the % scale 0 is the no-effect control and ±100 the full control effect
Target sequence (O00167 whole entry, looked up): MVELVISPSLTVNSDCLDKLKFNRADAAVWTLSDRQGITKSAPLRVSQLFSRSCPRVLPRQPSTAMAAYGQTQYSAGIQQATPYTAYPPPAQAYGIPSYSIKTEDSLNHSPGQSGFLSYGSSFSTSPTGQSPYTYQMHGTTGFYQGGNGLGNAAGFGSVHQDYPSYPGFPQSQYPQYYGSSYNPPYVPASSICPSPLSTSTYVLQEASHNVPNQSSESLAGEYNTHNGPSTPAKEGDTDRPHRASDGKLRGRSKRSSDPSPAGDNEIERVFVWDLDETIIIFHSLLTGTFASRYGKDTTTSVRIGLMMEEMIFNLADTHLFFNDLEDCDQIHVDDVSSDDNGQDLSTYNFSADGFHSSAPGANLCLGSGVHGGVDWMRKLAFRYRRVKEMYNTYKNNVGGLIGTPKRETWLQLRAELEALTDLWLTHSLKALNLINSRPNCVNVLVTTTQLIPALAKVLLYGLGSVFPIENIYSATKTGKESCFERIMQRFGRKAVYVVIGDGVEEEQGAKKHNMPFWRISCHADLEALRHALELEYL
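Eya2 protein (added as 0.2 uM solution) was preincubated with compound for 10 min at ambient temperature in 50 mM HEPES pH 7.5, 50 mM NaCl, 5 uM MgCl2, 0.05% BSA, 1 mM DTT. OMFP (added at 50 uM) then reacted 10 min; fluorescence read at 485/525 nm.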
TCR activator = activators of T cell receptors; Potency, µM (highest dose often 9.22 µM), inactives show top-dose activation of IL-2 secretion, hits mostly activators; primary human leukocytes, anti-CD3, IL-2 HTRF, 48 h; 330,000 tested, under 10 active; further: % of control where 0% means no effect
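Compounds are tested in HTS on primary human leukocytes co-incubated with a-CD3 beads for 48 hr. IL-2 output is measured by time-resolved FRET.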
Tb PFK block = blocks T. brucei phosphofructokinase; O15648; T. brucei PFK, ADP-Glo luminescence; Potency, µM (doses to about 57.5 µM), without a hit: top-dose activity, negative = inhibition, hits mostly inhibitors; 0.17% of 330,000 active; AID 485367;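 further: potency means the concentration at half of the fitted maximal effect; 0% = uninhibited 1x PFK enzyme wells and -100% = no-enzyme wells; nearly all actives have a fitted effect of over 60% in size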
Target sequence (O15648 whole entry, looked up): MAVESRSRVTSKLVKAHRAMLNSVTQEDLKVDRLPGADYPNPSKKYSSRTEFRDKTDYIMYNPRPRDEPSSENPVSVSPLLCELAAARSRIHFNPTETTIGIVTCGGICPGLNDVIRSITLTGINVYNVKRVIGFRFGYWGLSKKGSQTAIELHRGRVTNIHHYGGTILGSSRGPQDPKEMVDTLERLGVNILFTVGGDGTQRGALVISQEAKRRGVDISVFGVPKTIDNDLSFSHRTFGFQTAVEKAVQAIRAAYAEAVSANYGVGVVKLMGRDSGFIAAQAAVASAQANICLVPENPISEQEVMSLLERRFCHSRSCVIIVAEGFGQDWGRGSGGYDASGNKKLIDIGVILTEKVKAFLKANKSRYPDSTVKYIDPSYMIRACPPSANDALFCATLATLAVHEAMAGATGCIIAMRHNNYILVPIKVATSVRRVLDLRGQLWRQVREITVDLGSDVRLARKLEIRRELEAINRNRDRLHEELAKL
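Activity is normalized to no-enzyme wells (full inhibition) and 1.25 nM enzyme wells (no inhibition). Reaction: 0.5 mM F6P, 0.1 mM ATP, 45 min RT, ADP-Glo luminescence; concentration-response curves fitted and classed by quality.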
USP2a inh = USP2a (human) protease inhibition. Potency, µM (titrated, usually from 38.3 µM), without a hit: at the highest dose activity change, negative = inhibition, hits mostly inhibitors. 0.01% of 330,000 active. AID 463254. USP2 core, Ub-CHOP2 coupled fluorogenic reporter, 485/531. O75604;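 further: potency means the concentration at half of the fitted maximal effect; plate controls were DMSO wells for no effect and full inhibition by NEM control for full effect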
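USP2 core (10nM final) preincubated 30min RT with compound in 20mM Tris-HCl pH 8.0, 2mM CaCl2, 2mM beta-mercaptoethanol, 0.05% CHAPS; 25nM Ub-CHOP2 plus 25nM reporter substrate added, fluorescence (Ex485/Em531) read after 60min.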
B2AR arrestin = beta2AR (human) beta-arrestin recruitment activity | AID 492947 | Potency, µM (titrated, usually from 46.1 µM), without a hit: at the top dose activation, usual class: activators | beta-arrestin recruitment to beta2AR, cell-based reporter | 0.02% of 330,000 active | P07550;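 further: potency means the concentration at half of the fitted maximal effect; 0% = DMSO controls and full agonism = EC100 isoproterenol or metaproterenol; nearly all actives have a fitted effect of over 65% in size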
uPA generation = inhibitors of cell surface uPA generation; cell surface uPA generation assay, qHTS; Potency, µM (doses to about 38.3 µM), for inactives: at the highest dose activity change, negative = inhibition, most hits filed as inhibitors; 0.31% of 330,000 active; active means well fitted inhibition curve with a large enough effect; inconclusive means small, poorly fitted or top-dose-only effect; inactive means no such curve, though single readings can be large or run the other way; tested in mouse RAW 264.7 cells; further: potency means the concentration at half of the fitted maximal effect; on the % scale 0 is the no-effect control and ±100 the full control effect; nearly all actives have a fitted effect of over 55% in size
PTAP TSG101 blk = blocks PTAP/TSG101 interaction to inhibit HIV-1 budding; Potency, µM (titrated, usually from 115 µM), for the others: at the highest dose activity change, negative = inhibition, most hits filed as inhibitors; 340,000 tested, under 10 active; Q99816; Fluorescence polarization, FITC-PTAP peptide / Tsg101 binding; active means well fitted inhibition curve with a large enough effect in the main read-out, with a control signal flat, not every such curve was filed as active; inconclusive means small, poorly fitted or top-dose-only effect, or effect the other way, or a change in a side signal; inactive means no such curve, though single readings can be large or run the other way; further: potency means the concentration at half of the fitted maximal effect; % of control where 0% means no effect
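Fluorescence anisotropy tracks displacement of a FITC-tagged PTAP peptide (50 nM) from the Tsg101 binding domain (10 uM), following a 20 min room-temperature incubation at pH 7.5.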
ELG1 repair inh = blocks ELG1-dependent DNA repair in HEK293T cells; HEK293T ELG1-luciferase reporter, luminescence, 16 h; DNA damage induced by 5-fluorouridine; Potency, µM (doses to about 46.1 µM), for inactives: at the highest dose activity change, negative = inhibition, hits mostly inhibitors; 2.3% of 330,000 active; further: potency means the concentration at half of the fitted maximal effect; on the % scale 0 is the no-effect control and ±100 the full control effect; nearly all actives have a fitted effect of over 55% in size
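Luminescence from the luciferase reporter, measured 30 min after ONE-Glo reagent at room temperature, was the read-out. Beforehand, 2,000 cells per well were exposed for 16 hr at 37 °C to 5-fluorouridine together with compound or vehicle.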
Active calls of the source: *; ? = inconclusive; . = no result given; [ ] = another dose, or the depositor's remark. Unless noted, the call rests on the fitted dose curve; in most records, active means well fitted curve in the direction sought with a large enough effect; inconclusive means small, poorly fitted or top-dose-only effect, or another doubt; inactive means no such curve, though single readings can be large; an effect the other way counts as inactive or inconclusive. Compounds were not picked by outcome; 3% or so of the library scored in one or more.

SMILES	TSHR antagonist	Mito fusion yeast	Chronic BCR inh	Eya2 inh	TCR activator	Tb PFK block	USP2a inh	B2AR arrestin	uPA generation	PTAP TSG101 blk	ELG1 repair inh
CC(C)(C)NS(=O)(=O)c1cc2c3c(c1)CCN3C(=O)CC2	5	4%	9%	6%	-4%	0%	3%	0.3%	6%	-5%	?
Cc1ccc(S(=O)(=O)N2CCN(C(=O)CSc3nnc(C)c(=O)[nH]3)CC2)cc1	-4	1%	1%	-1%	7%	4%	-1%	0.0%	3%	-12%	-13%
O=C(Cc1ccccc1)NCC(=O)OCC(=O)c1cccc([N+](=O)[O-])c1	-18	0%	4%	-2%	11%[46.1 µM]	-3%	5%	-0.3%	2%	-3%	9%
Cc1ccc(C2C(C#N)=C(N)N(c3cccnc3)C3=C2C(=O)CCC3)s1 (configuration not stated)	-3	3%	14%	6%	-2%	0%	0%	-0.2%	-13%	0%	29%
CN1CCN(C(=O)C2=C[C@@H](c3ccc(C(F)(F)F)cc3)C[C@@H](OCc3ccc(CO)cc3)O2)CC1	-7	-1%	-11%	4%	-3%	6%	0%	0.2%	-10%	-2%	2%
CCOc1ccc2c(CC)cc(=O)oc2c1OCC	-3	1%	?	-6%	-5%[46.1 µM]	-3%	5%	-0.2%	?	0%	0%
CCOc1cccc(C(=O)NC2CCCCC2)c1	-5	0%	?	-4%	-18%	0%	3%	-1.0%	-5%	-7%	?
CC(=O)NCCc1nc2ccccc2n1Cc1ccccc1	-3	-7%	0%	-3%	-1%	-4%	1%	-0.2%	6%	-2%	16%
Nc1nc2c3ccccc3nc(Cc3ccccc3)n2n1	-4	-2%	0%	-34%	-5%	-4%	1%	0.0%	-10%	0%	-2%
COc1cc(/C=C2/SC(=S)N(c3c(C)n(C)n(-c4ccccc4)c3=O)C2=O)ccc1O	1	7%	?	-2%	11%	-14%	1%	0.5%	4%	13%	-3%
CCN1CCN(C(=S)NC(CC(=O)c2ccccc2)c2ccccc2)CC1 (configuration not stated)	-1	2%	?	15%	0%	1%	-1%	-1.3%	-6%	-1%	-10%
COc1ccc(C(=O)Nc2ccccc2C(=O)N2CCCCC2C)cc1 (configuration not stated)	10	-10%	0%	-6%	8%	9%	2%	0.4%	26%	-6%	5%
Cc1cccc(NS(=O)(=O)c2ccc(C3CCCCC3)cc2)n1	2	11%	?	-32%	8%	1%	0%	0.2%	.	-6%	-14%
Cc1nn(-c2ccccc2)c(C)c1/C=N/NC(=O)c1ccccc1NS(=O)(=O)c1cccs1	-26	2%	1%	1%	-2%[46.1 µM]	-1%	-1%	2.2%	1%	-3%	2%
O=C(c1ccc(CS(=O)c2ccccc2Cl)o1)N1CCN(c2ccccc2)CC1 (configuration not stated)	23	4%	?	4%	0%	-1%	2%	-0.4%	?	-8%	-1%
Cc1ccc(Sc2ncccc2[N+](=O)[O-])cc1	6	-3%	2%	-27%	1%	-11%	-4%	0.0%	-4%	-2%	12%
O=C(c1cc(S(=O)(=O)N2CCCC2)c(Cl)cc1Cl)N1CCCC1	-12	5%	0%	2%	3%	5%	1%	-0.2%	-1%	-4%	10%
Cc1cc(Cl)ccc1NC(=O)CN1CCCC1	12	0%	4%	-4%	0%	-3%	0%	-0.1%	1%	1%	8%
OCCN1CCN(CC(O)COc2ccc(-c3ccccc3)cc2)CC1 (configuration not stated)	-4	-2%	?	-17%	-16%	-2%	4%	-0.2%	3%	-3%	?
CCN(CC)S(=O)(=O)c1ccc(OC(C)C)c(N)c1	5	3%	6%	-9%	-11%	0%	-1%	-0.2%	-12%	1%	0%

Compound profiles, as listed above. Values in the order: TSHR antagonist | Mito fusion yeast | Chronic BCR inh | Eya2 inh | TCR activator | Tb PFK block | USP2a inh | B2AR arrestin | uPA generation | PTAP TSG101 blk | ELG1 repair inh
Record of `COc1cc(/C=C2/SC(=S)N(c3c(C)n(C)n(-c4ccccc4)c3=O)C2=O)ccc1O` → 1 | 7% | ? | -2% | 11% | -14% | 1% | 0.5% | 4% | 13% | -3%
Record of `O=C(c1cc(S(=O)(=O)N2CCCC2)c(Cl)cc1Cl)N1CCCC1` → -12 | 5% | 0% | 2% | 3% | 5% | 1% | -0.2% | -1% | -4% | 10%
Record of `Cc1cc(Cl)ccc1NC(=O)CN1CCCC1` → 12 | 0% | 4% | -4% | 0% | -3% | 0% | -0.1% | 1% | 1% | 8%
Record of `OCCN1CCN(CC(O)COc2ccc(-c3ccccc3)cc2)CC1` (configuration not stated) → -4 | -2% | ? | -17% | -16% | -2% | 4% | -0.2% | 3% | -3% | ?
Record of `CCN1CCN(C(=S)NC(CC(=O)c2ccccc2)c2ccccc2)CC1` (configuration not stated) → -1 | 2% | ? | 15% | 0% | 1% | -1% | -1.3% | -6% | -1% | -10%

New compounds follow
SMILES	TSHR antagonist	Mito fusion yeast	Chronic BCR inh	Eya2 inh	TCR activator	Tb PFK block	USP2a inh	B2AR arrestin	uPA generation	PTAP TSG101 blk	ELG1 repair inh
O=C1C(Cl)=C(NCC2CCCO2)C(=O)N1Cc1ccccc1 (configuration not stated)	1	-4%	-1%	-1%	-6%	1%	-8%	-0.7%	.	-9%	4%
COc1ccccc1OCC(=O)Nc1ccc(S(=O)(=O)N2CCCC2)cc1	6	3%	-6%	10%	-9%	3%	1%	0.5%	-1%	-3%	-3%
O=C(O)c1cccc(S(=O)(=O)NCC2COc3ccccc3O2)c1 (configuration not stated)	-16	.	-3%	-3%	6%[46.1 µM]	0%	1%	-0.3%	2%	-1%	5%
O=C(CCSc1ccccc1)NCCSc1ccccn1	-14	6%	2%	-10%	-5%	1%	5%	0.0%	-2%	-2%	-3%
O=C(N=C1SC2CS(=O)(=O)CC2N1c1ccc(OC(F)(F)F)cc1)C1CC1 (configuration not stated)	8	1%	9%	-29%	6%	4%	-3%	-0.9%	6%	-3%	?
CCOC(=O)C(NC(C)=O)(NS(=O)(=O)c1ccccc1)C(F)(F)F (configuration not stated)	-4	1%	-3%	2%	-3%	0%	1%	0.2%	-2%	-2%	10%
CCCCCCCC(=O)NC(Nc1ccccc1OC)C(Cl)(Cl)Cl (configuration not stated)	-33	-7%	-3%	-9%	-8%	4%	2%	0.1%	-4%	-3%	-1%
CCOc1ccc(CCNC(=O)COC(=O)c2c(C)nn(-c3ccccc3)c2C)cc1OCC	9	-3%	-3%	0%	7%	9%	0%	-0.3%	2%	-1%	-18%
CCCCCCNC(=O)c1ccc(Br)o1	0	0%	?	3%	0%	-6%	0%	-0.4%	-6%	-11%	23%
O=C(O)CNc1nc(-c2ccccc2)c2cc([N+](=O)[O-])ccc2n1	60	0%	-1%	0%	4%[46.1 µM]	0%	-7%	0.4%	-5%	-4%	21%
CC(C)(C)C1CCc2onc(C(=O)NCc3ccc(F)cc3)c2C1 (configuration not stated)	-13	3%	?	-19%	1%	0%	-2%	-0.2%	7%	-2%	?
CC1CN(C2CCN(S(=O)(=O)c3ccccc3)CC2)CC(C)O1 (configuration not stated)	2	1%	-1%	-2%	-2%[46.1 µM]	12%	-1%	-0.3%	-2%	0%	2%
Cc1ccc2c(cnn2C(=O)CCC(=O)N2CCCCC2)c1	4	-1%	-24%	7%	2%	2%	1%	-0.3%	-6%	-4%	21%
COc1cc2c(cc1N/C=C(\C#N)c1nc(-c3ccccc3)cs1)oc1ccccc12	-1	0%[9.22 µM]	0%	13%	6%	-1%	3%	-0.2%	8%	-6%	17%
O=S(=O)(NCCc1ccc(Cl)cc1)c1cccc2cccnc12	-5	-2%	7%	6%	3%	-2%	0%	-0.3%	-2%	-3%	-2%
C[C@H]1CN([C@@H](C)CO)C(=O)c2cccc(NC(=O)Nc3ccc(F)cc3)c2O[C@@H]1CN(C)Cc1ccc(C(=O)O)cc1	-14	.	1%	5%	4%	0%	1%	-0.6%	-19%	-1%	?
